PDI turbidity: inhibitors of human PDI, primary screen, biochemical, turbidity, single point, plate reader; Protein disulfide-isomerase (Homo sapiens), P07237; PDI insulin aggregation turbidity, A650, 90 min; inhibition, % at 10 µM; actives 0.052% (n = 350,000); AID 588391, 2011;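 active = mean inhibition across replicates of 30% or more, whatever share of single replicates reach that level; inconclusive = mean inhibition below 30% while every single replicate reaches 30%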;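 note: absorbance from insulin aggregation driven by PDI reduction with DTT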
Target sequence (P07237 whole entry, looked up): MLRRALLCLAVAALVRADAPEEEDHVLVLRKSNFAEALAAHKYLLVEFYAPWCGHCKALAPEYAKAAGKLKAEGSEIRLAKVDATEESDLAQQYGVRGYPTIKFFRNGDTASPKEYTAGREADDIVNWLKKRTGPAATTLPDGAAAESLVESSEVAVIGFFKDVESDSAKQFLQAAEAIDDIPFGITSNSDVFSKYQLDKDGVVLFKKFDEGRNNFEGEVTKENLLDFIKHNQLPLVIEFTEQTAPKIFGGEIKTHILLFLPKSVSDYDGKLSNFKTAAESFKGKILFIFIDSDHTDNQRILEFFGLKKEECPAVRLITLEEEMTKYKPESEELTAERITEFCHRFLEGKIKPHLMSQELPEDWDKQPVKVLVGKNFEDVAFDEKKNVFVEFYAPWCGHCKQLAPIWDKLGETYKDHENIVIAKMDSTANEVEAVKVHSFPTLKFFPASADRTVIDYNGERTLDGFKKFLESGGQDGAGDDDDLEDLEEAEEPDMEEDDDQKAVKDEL
KKLEB cytotox: cytotoxicity in KKLEB CF airway cells, primary screen, cytotoxicity control for CF NF-kB inhibitor project, cell-based, uHTS, fluorescence assay plates; AID 602141, 2011; activity change (cytotoxicity), % at 5 µM; actives 0.36% (n = 360,000); KKLEB CF airway cells viability, ATPlite luminescence, overnight; active compounds read low; cells stimulated with P. aeruginosa culture filtrate;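 active = corrected activity change at or below -50% at 5 µM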
Vif imaging: HIV Vif self-association inhibitors, primary screen, imaging, HEK293T, single point. HEK293T cells, Vif self-association by quenched fluorescence, 24 h. inhibition, % at 7.49 µM. actives 0.35% (n = 340,000). AID 602346, 2012; in the data active = inhibition above about 50%, passing the limit was not always enough; inconclusive = no clear call, values can overlap the other calls; inactive = below about 31%; note: some results filed as inactive read as strong as hits
Peg3 prom inh: Peg3 promoter-driven luciferase inhibitors, primary screen, cell-based, HeLa, luciferase luminescence. HeLa PEG-Prom luciferase reporter, overnight. inhibition, % at 20 µM. actives 1.7% (n = 360,000);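 active = inhibition of at least 50% at 20 µM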
CaV13 FRET inh: Disruptors of the CACNA1D IQ motif to Ca2+-dependent inactivation inhibitor domain association, primary screening, Förster resonance energy transfer in intact living …; HEK cells, CFP/YFP FRET ICDI-IQ, plate reader, 10 min; percent FRET-ratio fall versus neutral wells; inhibition, % at 12.3 µM; actives 0.098% (n = 340,000);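 active = mean replicate inhibition of at least 30% and at least 1% of replicates passing that level; inconclusive = only one of the two criteria is met; inactive = neither criterion is met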;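 note: 0% = median of the neutral control wells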
NR2E3 ag-1: NR2E3 agonists in two-hybrid cells, primary screen, cell-based, luminescence, CHO-S, Gal4-NCOR/VP16-NR2E3. AID 602229, 2012. inhibition of corepressor binding, % at 3.98 µM. Photoreceptor-specific nuclear receptor (Homo sapiens), Q9Y5X4. luciferase. actives 0.35% (n = 360,000);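 active = inhibition above the mean of all tested compounds plus 3 SD, cut at about 70% in these data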;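 note: 0% = DMSO with NR2E3 transfected cells and 100% = cells lacking NR2E3 construct; higher means lower luciferase signal from less NR2E3 corepressor binding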
Target sequence (Q9Y5X4 whole entry, looked up, the tested form may be a part): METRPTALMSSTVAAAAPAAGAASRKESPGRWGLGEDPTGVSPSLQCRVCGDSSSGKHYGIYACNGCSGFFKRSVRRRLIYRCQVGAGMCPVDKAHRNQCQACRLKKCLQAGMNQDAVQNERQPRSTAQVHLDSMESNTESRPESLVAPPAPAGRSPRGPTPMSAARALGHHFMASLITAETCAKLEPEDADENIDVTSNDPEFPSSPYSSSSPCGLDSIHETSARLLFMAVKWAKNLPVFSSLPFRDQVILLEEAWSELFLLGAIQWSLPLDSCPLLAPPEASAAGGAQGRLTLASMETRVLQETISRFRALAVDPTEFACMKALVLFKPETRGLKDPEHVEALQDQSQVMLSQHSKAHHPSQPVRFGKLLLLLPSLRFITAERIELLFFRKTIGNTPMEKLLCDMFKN
TRPM1 prom inh: inhibitors of MITF-dependent TRPM1 promoter reporter, primary screen, cell-based, SK-MEL-5, single point, luciferase; SK-MEL-5 TRPM1 promoter luciferase, 24 h; inhibition, % at 12.5 µM; actives 0.83% (n = 330,000);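 active = mean inhibition across replicates of 60% or more, whatever share of single replicates reaches that level; inconclusive = some that reach 60%, reason not given; inactive = mean inhibition across replicates below 60%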; note: values of inactives mirror those of a sister screen read the other way
NR2E3 ag-2: inhibitors of NR2E3-RetCOR corepressor binding, primary screen, NR2E3 agonist project, biochemical, TR-FRET, GST-NR2E3, biotin-RetCOR | actives 0.12% (n = 320,000) | Photoreceptor-specific nuclear receptor (Homo sapiens), Q9Y5X4 | 1536-well | AID 2300, 2010 | inhibition of corepressor binding, % at 4.78 µM;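 active = percent inhibition above the cutoff of mean plus 3 SD of all tested compounds, set per screening campaign, cut at about 20% in these data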;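 note: 0% = DMSO wells and 100% = biotin wells as full block of FRET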
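system = GST-tagged NR2E3 plus biotinylated RetCOR corepressor | input = 1.35 nM GST-NR2E3 | also added = 7 nM biotin-RetCOR | schedule = 5 h incubation at 4 °C | measured by = TR-FRET with europium anti-GST and streptavidin-D2, 340 nm excitation | read-out = percent loss of FRET ratio relative to control wells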
CF NFkB block: inhibitors of PAF-induced NF-kB signaling, primary screen, cell-based, GFP fluorescence, uHTS | KKLEB NF-kB-GFP reporter, GFP fluorescence overnight | inhibition, % at 5 µM | actives 0.86% (n = 360,000) | AID 588850, 2011;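 active = at least 50% inhibition at 5 µM, scaled per plate between neutral and stimulator controls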;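 note: PAF is a Pseudomonas aeruginosa culture filtrate used as stimulus; plate controls were PAF-stimulated DMSO wells for no effect and unstimulated DMSO wells for full effect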
HIF-2a inh: HIF-2a reporter inhibitors, primary screen, luminescence, 786-0 RCC cells; inhibition, % at 18.8 µM; 786-0 RCC cells HIF-2a reporter, luciferase luminescence, overnight; actives 0.72% (n = 360,000);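 active = inhibition of the luminescence signal of 40% or more relative to plate controls, in a single-dose primary screen at 18.75 µM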
Shn3 3UTR inh: reduction of Shn3 3'UTR firefly luciferase signal, primary screen, Schnurri-3 inhibitor project, cell-based, Clone20 osteoblasts, set 2; AID 588674, 2011; inhibition, % at 12.5 µM; Clone20 osteoblast Shn3 3'UTR firefly luciferase, 24 h; actives 0.52% (n = 360,000);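 active = mean inhibition of at least 75% with every replicate also reaching 75%; inconclusive = mean inhibition at least 75% but some replicate below; inactive = mean inhibition below 75%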;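 note: 0% = median of neutral control wells and 100% = pilot-screen positive control compound; some compounds past the cut are filed as inactive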
Active calls of the source: *; ? = inconclusive; . = not tested or not shown.

item	structure	PDI turbidity	KKLEB cytotox	Vif imaging	Peg3 prom inh	CaV13 FRET inh	NR2E3 ag-1	TRPM1 prom inh	NR2E3 ag-2	CF NFkB block	HIF-2a inh	Shn3 3UTR inh
1	COc1cc2cc(C(=O)N3CCN(Cc4ccc5c(c4)OCO5)CC3)[nH]c2cc1OC	-1	-2	-3	7	-5	16	2	0	-18	-3	5
2	COc1ccc(CCN(C)C(=O)c2ccc(OCC(=O)N3CCOCC3)c(OC)c2)cc1OC	-4	-9	-2	6	-3	-8	-5	0	28	22	-3
3	CN1C(=O)CC(N2CCC(c3nc4ccccc4s3)CC2)C1=O (configuration not stated)	14	11	-6	-14	-2	-15	7	2	-13	-52	-34
4	CCn1c(SCc2nc3ccccc3s2)nnc1-c1cccs1	12	-3	-9	-145	.	-77	-32	-2	-6	-206	-53
5	Cc1c(N=C2NN=C(c3c[nH]c4ccccc34)CS2)c(=O)n(-c2ccccc2)n1C	-3	-4	-13	2	-6	-9	21	1	-4	-10	-3
6	Cn1c(=O)oc2cc(S(=O)(=O)N3CCOCC3)ccc21	3	-7	3	0	.	-8	4	1	3	0	12
7	C=CCn1c(Sc2nnc(C)s2)nc2c1c(=O)[nH]c(=O)n2C	-1	-2	1	6	-4	4	-2	2	3	7	9
8	C/C(=N/NC(=O)c1ccncc1)c1cc2ccc(O)cc2oc1=O	-11	-21	-2	13	?	-15	9	-1	-23	8	-13
9	Oc1c(Cl)cc(Cl)cc1/C=N/NC(=S)NC1CC2C=CC1C2 (configuration not stated)	-1	-72*	-5	29	-5	8	8	0	50*	-6	.
10	COc1ccc2oc(C(=O)OCC(=O)N3CCCCC3)c(C)c2c1	4	1	-13	-192	-7	-3	-65	0	0	-164	-55
11	CCOC(=O)N1CCC(c2cc(=O)n(-c3ccccc3)[nH]2)CC1	-1	7	-2	10	1	-9	13	11	10	12	0
12	CC[C@H](NC(=O)c1c(C)c(-c2ccccc2)nc2ccccc12)c1ccccc1	-7	6	-3	8	-4	-2	8	3	-12	7	-4
13	N#CC1(NC(=O)CSc2nc3ccccc3s2)CCCCC1	-5	-6	-10	-17	-2	3	-10	4	-3	-47	4
14	CCN(C(=O)COC(=O)c1oc2ccc(OC)cc2c1C)C1CCS(=O)(=O)C1 (configuration not stated)	9	-9	7	-12	-5	-10	-6	.	21	0	3
15	Cc1nnc2n1N=CC=C(c1ccccc1)S2	1	-8	-1	29	-5	-6	35	0	26	22	4
16	CC(C)C(NC(=O)c1cccnc1)C(=O)O (configuration not stated)	4	3	-13	11	-4	6	-4	-1	2	11	-13
17	COc1ccc(NC(=O)COC(=O)c2cc(OC)c(OC)c(OC)c2)c([N+](=O)[O-])c1	1	-3	0	3	-3	-9	17	3	2	9	-10
18	CC1CCC2(CC1)NC(=O)N(NC(=O)CCc1c[nH]c3ccccc13)C2=O (configuration not stated)	2	17	3	-11	-3	-31	12	.	-27	3	2
19	O=C(CC1SC(=Nc2ccccc2)N(CCCCO)C1=O)NCc1ccccc1 (configuration not stated)	16	-1	-3	11	.	-10	-3	0	-4	12	11
20	CCC(=O)N(CCc1ccccc1C)Cc1cc2ccc(C)cc2[nH]c1=O	-1	4	-4	25	-1	3	0	6	-3	12	-9
21	CN1C(=O)c2cccc3c(S(=O)(=O)N(C)C)ccc1c23	-2	13	-5	21	-7	-25	3	-1	2	20	10
22	COc1ccc(N=C2SC(CC(=O)Nc3ccc(F)cc3)C(=O)N2Cc2ccco2)cc1 (configuration not stated)	7	18	4	12	-6	-14	5	1	-24	17	23
23	COc1ccc(CNC(=O)CSc2n[nH]c(N)n2)cc1	1	0	-4	14	-3	-3	9	1	5	3	12
24	Cc1cccc(NC(=O)c2sc(C)nc2C)c1	-1	3	-1	-111	-3	-61	-30	0	-2	-188	-39
25	CCN(CC)CCOC(=O)c1ccc(NC(=O)CSc2nnc(-c3cccs3)n2CC)cc1	-4	4	-1	2	-5	7	-18	.	15	-2	1
26	O=C(NNC(=O)c1sc2ccccc2c1Cl)Nc1ccc(Cl)cc1	-3	-10	-26	12	-4	-16	-8	-1	1	-17	4
27	Cc1ccc(Cl)cc1-c1cc(C(=O)NCc2cc(C(F)(F)F)cc(C(F)(F)F)c2)[nH]n1	-3	-31	.	40	-10	-44	.	.	59*	-29	-9
28	O=C(NC1CCN(Cc2ccccc2)CC1)C1CCN(S(=O)(=O)c2ccc(Cl)cc2)CC1	19	3	4	7	-3	-1	4	1	5	14	13
29	CCC(C)/C(C)=N/Nc1ccc(S(N)(=O)=O)cc1[N+](=O)[O-] (configuration not stated)	3	1	-4	2	-2	-4	4	1	-2	17	20
30	CCN(C(=O)CSc1nnc(-c2ccc3c(c2)OCO3)o1)C1CCS(=O)(=O)C1 (configuration not stated)	9	4	1	-36	-2	-1	-7	1	-7	-12	-7
31	CCN(CC(=O)Nc1c(F)cccc1F)C(=O)C1CCN(C(=O)c2ccc(F)cc2)CC1	0	13	11	-21	-6	-6	-12	0	2	11	-2
32	NC(=O)NOCc1ccccc1	8	0	-2	9	-3	-5	2	4	15	9	7
33	Cc1cc(Cl)ccc1NC(=S)NC1CCCC1	4	-1	1	-15	-4	10	.	1	-10	-19	-68
34	CCN(Cc1ccncc1)Cc1ccc(OC)c(OC)c1	-5	8	-5	6	-4	-27	1	2	-23	12	5
35	Oc1ccc(CNc2ccccc2O)cc1	24	12	1	-104	-4	-59	11	-1	-20	-142	-6
36	Cc1cccc(NC(=O)CCNS(=O)(=O)c2ccc(Cl)cc2)c1	0	17	-14	1	-4	-16	.	0	-5	9	-6
37	CCc1sc(C(=O)N2CCN(C(=O)c3ccccc3)CC2)cc1C	-5	4	0	13	-4	16	4	.	2	-6	5
38	Nc1ccn([C@@H]2O[C@H](C(=O)N[C@H](CO)c3ccccc3)[C@@H](O)[C@H]2O)c(=O)n1	.	3	.	10	-2	19	.	.	-7	4	-11
39	COC(=O)CN1C(=O)S/C(=C/c2ccc(N3CCCCC3)o2)C1=O	-7	1	43	-201	-6	-14	-34	-3	-13	-270	11
40	CN(C)c1ccc(C(=O)Nc2nc3c(s2)CCCC3)cc1	-10	0	-13	-81	-6	-98	12	0	0	-170	23
41	Oc1ccc(N=Nc2nc(-c3ccccc3)c(-c3ccccc3)[nH]2)cc1	-4	1	-2	14	-5	-33	7	-4	7	-22	11
42	COc1ccc(C2CC(c3cccs3)=Nc3ccccc3S2)cc1 (configuration not stated)	-3	-11	-5	-170	-8	-107	-17	-3	17	-285	-47
43	COc1ccc2cc1Oc1ccc(cc1)CC1c3c(cc(OC)c4c3Oc3cc5c(cc3O4)CCNC5C2)CCN1C (configuration not stated)	.	-45	-28	102*	.	3	109*	-1	44	54*	54
44	Cc1ccc(-n2c(C)csc2=N)cc1	1	4	1	-269	-8	-90	-56	-3	-18	-218	-52
45	COc1ccc(C(=O)Oc2cccc(/C=N/NC(N)=S)c2)cc1	-45	0	-3	-23	27	-66	-3	0	-26	-90	-16
46	CC(NC(=O)/C(C#N)=C/c1ccc(C(=O)O)cc1)c1ccccc1 (configuration not stated)	2	0	1	-8	6	-1	-6	2	-2	8	-1
47	COC(=O)C1(C)CCCC2(C)C1CCC13OCC(CC21)C(O)(C(C)C)C3O (configuration not stated)	-3	2	-4	9	-6	-20	.	.	-8	-5	13
48	C[C@@H]1COC(=O)[C@H](CC(=O)OC(C)(C)C)C/C=C\C[C@H](CC(=O)NCCO)C(=O)N1	4	-14	0	-4	-11	9	0	.	8	0	-9
49	Cc1oc(-c2cccc(Cl)c2)nc1CS(=O)(=O)CC(=O)NCCN1CCOCC1	.	-7	.	20	-6	-24	.	1	-3	10	-30
50	CCOc1cc(/C=N\NC(=O)c2ccc(NC(=O)CC)cc2)ccc1OC(=O)c1ccccc1	-5	-34	.	71*	-5	-32	51	4	51*	-1	95*

(list continues)
item	structure	PDI turbidity	KKLEB cytotox	Vif imaging	Peg3 prom inh	CaV13 FRET inh	NR2E3 ag-1	TRPM1 prom inh	NR2E3 ag-2	CF NFkB block	HIF-2a inh	Shn3 3UTR inh
51	Cc1cc2nc(NC(=O)C3(C)CCCN(C(C)C)C3)[nH]c2cc1C (configuration not stated)	-6	2	2	-9	-2	9	.	.	2	-15	-13
52	NS(=O)(=O)c1ccc(CCNC(=O)C(=O)NCC2OCCN2S(=O)(=O)c2ccc(F)cc2)cc1 (configuration not stated)	0	9	13	8	-3	6	-6	2	11	6	-7
53	O=c1[nH]c2ccc(S(=O)(=O)N3CCCCC3)cc2s1	.	-6	7	6	-18	2	.	2	-13	8	-7
54	CC1(C)OC1(C#N)c1ccccc1 (configuration not stated)	9	-3	?	5	-6	6	-1	.	2	0	10
55	C/C=C(\C)C(=O)NNC(=O)c1sc(-c2ccccc2)nc1C	-3	-9	8	-1	-5	21	8	-1	10	8	-6
56	COc1ccc(C2Nc3ccccc3NC3=C2C(=O)CC(C)(C)C3)cc1O (configuration not stated)	12	2	-1	14	-148	-17	-5	5	22	23	-2
57	CC(Sc1nnc(-c2ccco2)n1N)C(=O)NCC1CCCO1 (configuration not stated)	12	0	-9	5	-2	20	-8	1	-8	14	-4
58	CN(C)c1ccc(CNC(=O)C2CCN(S(=O)(=O)c3ccc4c(c3)CCCC(=O)N4)CC2)cc1	-8	-2	-3	20	-2	13	9	-1	2	1	-2
59	CCCCCOC(=O)CSc1nc2c(c(=O)[nH]c(=O)n2C)n1Cc1ccc(Cl)cc1	.	-22	2	5	-9	6	.	0	32	13	0
60	CC(C)(C)c1ccc(S(=O)(=O)NCc2ccc(C(=O)N3CCCC3)cc2)cc1	-4	-1	-2	14	-8	4	9	-1	15	-1	5
